# PfHsp40 rescue: compounds rescuing yeast from Plasmodium falciparum HSP40 toxicity. 340,000 tested, 0.68% active. growth rescue, % at 12.5 µM. S. cerevisiae expressing PfHsp40, growth rescue, ATP luminescence; in the data active = growth rescue above about 28%, passing the limit was not always enough; inconclusive = no clear call, values can overlap the other calls;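 also: yeast W303a lacking pdr1 and pdr3 grown in galactose medium; growth measured after three days at 30 °C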
# BioA inh: BioA (M. tuberculosis) enzyme inhibition; purified M. tuberculosis BioA enzyme, plate reader; inhibition, % at 9.99 µM; 360,000 tested, 0.096% active; in the data active = inhibition above about 40%; inconclusive = no clear call, values can overlap the other calls
# GDH-TPI inh: counter-screen for M. tuberculosis FBA inhibitors: GDH-TPI coupled enzymes. AID 588335. 360,000 tested, 1.2% active. inhibition, % at 4.8 µM. GDH-TPI coupled enzyme counterscreen, NADH absorbance; in the data active = inhibition above about 30%;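 also: 0% = DMSO wells and 100% = wells lacking the enzyme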
# Mtb FBA inh: inhibitors of M. tuberculosis fructose-bisphosphate aldolase; inhibition, % at 1 µM; P9WQA3; purified M. tuberculosis FBA, fluorescence read-out; 360,000 tested, 2.3% active; in the data active = inhibition above about 27%;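 also: 0% = vehicle and 100% = reference inhibitor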
# BoNT-A LC inh2: blocks Botulinum neurotoxin A light chain protease; multiplex microsphere protease substrate cleavage, flow cytometry; inhibition, % at 10 µM; 360,000 tested, 0.17% active; AID 588499; also: plate controls were buffer without enzyme for full effect and enzyme alone for no effect
# UGM FP inh: Mtb UDP-galactopyranose mutase inhibition; 320,000 tested, 0.06% active; purified UGM, fluorescence polarization probe displacement; P9WIQ1; inhibition, % at 10 µM; in the data active = inhibition above about 10%, passing the limit was not always enough; inconclusive = no clear call, values can overlap the other calls
# Anthrax LF inh2: blocks Bacillus anthracis lethal factor protease; multiplex microsphere protease cleavage assay, LF; P15917; AID 588501; 360,000 tested, 0.12% active; inhibition, % at 10 µM; also: plate controls were buffer without enzyme for full effect and enzyme alone for no effect
# Target sequence (P15917 whole entry, looked up): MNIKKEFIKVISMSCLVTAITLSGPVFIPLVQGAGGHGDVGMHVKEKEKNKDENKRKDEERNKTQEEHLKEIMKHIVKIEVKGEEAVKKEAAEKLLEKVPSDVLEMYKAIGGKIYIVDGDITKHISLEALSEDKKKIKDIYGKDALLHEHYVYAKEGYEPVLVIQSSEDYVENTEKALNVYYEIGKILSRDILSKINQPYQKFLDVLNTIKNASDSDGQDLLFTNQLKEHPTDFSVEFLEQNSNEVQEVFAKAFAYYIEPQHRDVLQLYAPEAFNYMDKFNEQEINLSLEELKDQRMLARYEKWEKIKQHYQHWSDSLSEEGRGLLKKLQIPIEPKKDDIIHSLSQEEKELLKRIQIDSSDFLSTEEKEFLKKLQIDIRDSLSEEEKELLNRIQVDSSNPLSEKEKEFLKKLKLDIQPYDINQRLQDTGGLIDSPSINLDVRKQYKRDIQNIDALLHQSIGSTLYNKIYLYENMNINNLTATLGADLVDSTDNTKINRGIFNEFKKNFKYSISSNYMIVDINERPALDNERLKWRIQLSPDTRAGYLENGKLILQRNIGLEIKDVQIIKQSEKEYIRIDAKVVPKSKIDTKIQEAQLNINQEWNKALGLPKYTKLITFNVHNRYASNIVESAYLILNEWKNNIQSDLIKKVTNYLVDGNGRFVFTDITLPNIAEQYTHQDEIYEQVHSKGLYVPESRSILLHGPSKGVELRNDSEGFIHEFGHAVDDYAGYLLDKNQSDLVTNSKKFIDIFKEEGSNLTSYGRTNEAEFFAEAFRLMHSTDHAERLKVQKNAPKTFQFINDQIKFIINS
# BoNT F protease: blocks Botulinum neurotoxin F light chain protease; Multiplex microsphere protease cleavage assay, flow cytometry; inhibition, % at 10 µM; 360,000 tested, 0.22% active; AID 588497; in the data active = inhibition above about 35%, passing the limit was not always enough; inconclusive = no clear call, values can overlap the other calls; also: plate controls were buffer without enzyme for full effect and enzyme alone for no effect
# FadD28 binding: blocks FadD28 binding to the bisubstrate probe | fluorescence polarization | inhibition, % at 12.5 µM | 360,000 tested, 0.22% active | AID 588549; in the data active = inhibition above about 8.5%, passing the limit was not always enough; inconclusive = no clear call, values can overlap the other calls
# An asterisk follows results filed as active; ? = inconclusive; · = not tested or not shown; + = active, no number. Rule as the data show it, unless noted: active = inhibition above about 30%; inconclusive = no clear call, values can overlap the other calls; inactive = below that. Outcome played no part in choosing rows (roughly 4.7% active in at least one column).
SMILES,PfHsp40 rescue,BioA inh,GDH-TPI inh,Mtb FBA inh,BoNT-A LC inh2,UGM FP inh,Anthrax LF inh2,BoNT F protease,FadD28 binding
CCOc1cc(C(=O)Nc2ccc(S(=O)(=O)Nc3nnc(CC)s3)cc2)cc(OCC)c1OCC,14,1.2,6,0,-3.6,3.9,-11,-15,·
NC(=O)[C@@H]1CC2(CC(c3cccc(NC(=O)[C@@H]4CCC(=O)N4)c3)=NO2)CN1C(=O)Cc1ccc([N+](=O)[O-])cc1 (some centres not stated),0.1,0.8,6,-1,-0.9,3.6,4,0,-1.7
CCc1c(C)c2ccc(O)c(CN(C)C)c2oc1=O,0.4,1.4,18,+,2.3,4.8,0,1,-2.4
CC(NC(N)=O)C(=O)OCC(=O)c1ccc(-c2ccccc2)cc1 (configuration not stated),-1.4,·,1,-1,-0.3,2.5,-5,-3,-1.3
COc1ccccc1-c1cnc(C(O)c2ccc(C)c(F)c2)[nH]1 (configuration not stated),·,0.3,10,-2,-0.1,·,2,1,-0.3
CCOc1ccc(Nc2nc(Cc3nnc(SCC(=O)NCc4ccco4)n3CC)cs2)cc1,-1.2,0.9,-5,-2,0.9,-0.5,-8,-6,-1.0
COc1cccc(N2C(=O)C3CCCN3C2c2ccc(F)cc2)c1 (configuration not stated),0.9,-1.2,-3,1,-3.6,0.4,-25,-28,-4.6
CN1CCN(c2nc(-c3cc4ccccc4o3)cs2)CC1,-1.2,·,-3,0,-0.3,-3.2,-2,-3,-3.1
O=c1[nH][nH]c(-c2ccccc2O)c1C(C[N+](=O)[O-])c1ccc(Cl)cc1Cl (configuration not stated),-0.7,-0.1,-5,-1,0.0,·,-6,-16,-3.8
COC(=O)c1cn(NC(=O)Cc2cccc(OC)c2)c(=O)c2ccccc12,0.5,-1.0,1,0,-0.8,0.0,1,-13,-2.2
O=C(Nc1nc(-c2ccccc2)c(-c2ccccc2)o1)c1ccc(F)cc1,418*,-2.5,22,6,-0.9,-1.7,-8,-13,-5.6
COC(=O)C1=C[C@@H](C(=O)OC)[C@@H]2C3=C(C(=O)C2(C)C)[C@H](c2ccccc2)[C@@H]2C(=O)N(C)C(=O)[C@@H]2[C@@H]3C1,0.5,-2.2,-9,0,0.1,-3.2,-8,-2,-1.5

# 11 structures from above, sorted by molecular weight, lowest first.
SMILES,PfHsp40 rescue,BioA inh,GDH-TPI inh,Mtb FBA inh,BoNT-A LC inh2,UGM FP inh,Anthrax LF inh2,BoNT F protease,FadD28 binding
CCc1c(C)c2ccc(O)c(CN(C)C)c2oc1=O,0.4,1.4,18,+,2.3,4.8,0,1,-2.4
CN1CCN(c2nc(-c3cc4ccccc4o3)cs2)CC1,-1.2,·,-3,0,-0.3,-3.2,-2,-3,-3.1
COc1ccccc1-c1cnc(C(O)c2ccc(C)c(F)c2)[nH]1 (configuration not stated),·,0.3,10,-2,-0.1,·,2,1,-0.3
CC(NC(N)=O)C(=O)OCC(=O)c1ccc(-c2ccccc2)cc1 (configuration not stated),-1.4,·,1,-1,-0.3,2.5,-5,-3,-1.3
O=C(Nc1nc(-c2ccccc2)c(-c2ccccc2)o1)c1ccc(F)cc1,418*,-2.5,22,6,-0.9,-1.7,-8,-13,-5.6
COC(=O)c1cn(NC(=O)Cc2cccc(OC)c2)c(=O)c2ccccc12,0.5,-1.0,1,0,-0.8,0.0,1,-13,-2.2
O=c1[nH][nH]c(-c2ccccc2O)c1C(C[N+](=O)[O-])c1ccc(Cl)cc1Cl (configuration not stated),-0.7,-0.1,-5,-1,0.0,·,-6,-16,-3.8
COC(=O)C1=C[C@@H](C(=O)OC)[C@@H]2C3=C(C(=O)C2(C)C)[C@H](c2ccccc2)[C@@H]2C(=O)N(C)C(=O)[C@@H]2[C@@H]3C1,0.5,-2.2,-9,0,0.1,-3.2,-8,-2,-1.5
CCOc1ccc(Nc2nc(Cc3nnc(SCC(=O)NCc4ccco4)n3CC)cs2)cc1,-1.2,0.9,-5,-2,0.9,-0.5,-8,-6,-1.0
CCOc1cc(C(=O)Nc2ccc(S(=O)(=O)Nc3nnc(CC)s3)cc2)cc(OCC)c1OCC,14,1.2,6,0,-3.6,3.9,-11,-15,·
NC(=O)[C@@H]1CC2(CC(c3cccc(NC(=O)[C@@H]4CCC(=O)N4)c3)=NO2)CN1C(=O)Cc1ccc([N+](=O)[O-])cc1 (some centres not stated),0.1,0.8,6,-1,-0.9,3.6,4,0,-1.7

# Further records.
SMILES,PfHsp40 rescue,BioA inh,GDH-TPI inh,Mtb FBA inh,BoNT-A LC inh2,UGM FP inh,Anthrax LF inh2,BoNT F protease,FadD28 binding
O=C(Nc1nnc(-c2ccccc2F)s1)C1CCCO1 (configuration not stated),0.7,0.0,-1,2,-0.6,1.0,-2,10,-3.3
Cc1c(C(=O)OC2CCCC2)[nH]c2c1C(=O)CC(c1ccco1)C2 (configuration not stated),1.6,0.4,4,-4,-0.4,1.5,-4,1,-3.3
O=C(COc1ccc(S(=O)(=O)N2CCCC2)cc1)N1CCCCC1,3.5,-0.1,13,-4,-1.3,-0.6,-2,-13,-0.6
CCCC(=O)NC(=S)Nc1ccc(Cl)cn1,7.1,-1.0,9,-2,0.8,2.0,-4,3,-1.0
O=c1c2ccccc2c(C=NCCCN2CCOCC2)c(O)n1Cc1ccccc1,0.1,7.7,17,1,1.0,3.2,-5,6,-0.9
COc1ccccc1C(=O)N=Nc1c(O)[nH]c2ccc([N+](=O)[O-])cc12,12,·,18,-1,0.0,·,0,-2,-1.4
O=C(c1cccc(F)c1)N1CCN(CC2CC3C=CC2C3)CC1 (configuration not stated),1.3,-2.0,4,-2,-2.9,0.6,5,-79,-0.2
Cc1ccc(NC(=O)N2CCCCCC2)cc1,0.9,0.8,0,0,·,-2.5,·,·,2.5
Cc1ccc(C(=O)N2CCN(c3ccc(Cl)cc3)CC2)cc1,-1.2,3.6,6,4,-0.3,1.7,0,-4,0.0
Cc1ccc(-c2cccc(C3CC=CC4C3C(=O)N(Cc3ccccc3)C4c3cc(C)ccc3F)c2)cc1 (configuration not stated),-0.4,-1.1,-3,-2,-0.4,-0.8,8,0,-3.6
COCCNC(=O)CSc1nc2nc(C)cc(C)n2n1,0.0,·,-2,-2,1.7,1.7,-1,4,-2.2
CC(=O)c1cc(-c2ccccc2)[nH]c1N1CCCC1,-0.6,-1.5,8,4,·,-4.1,·,·,0.4
Cc1cc(CN2CCCC(N3CCc4ccccc4C3)C2)cc(C)c1O (configuration not stated),0.3,-1.9,4,2,-2.0,-3.2,-21,-13,-0.1
CN1CCC(=NNC(=O)C(=O)NCc2ccccc2)CC1,-0.4,0.0,-6,1,-1.0,0.7,2,-4,-3.1
COc1ccc(NC(=O)CN2C(=O)NC(C)(c3ccccc3)C2=O)cc1Cl (configuration not stated),-0.1,1.7,-2,2,-2.9,-1.8,-2,-2,-0.2
Cc1ccc(Cl)cc1NC(=O)N[C@@H](C)C(=O)O,-1.1,-0.2,-4,0,0.3,-1.4,2,1,-1.2
COc1ccc(CN2CCCCC2c2cccnc2)cc1C (configuration not stated),-0.8,0.4,-1,-1,0.5,-1.4,-9,-13,0.0
O=S(=O)(C=C(c1ccccc1)c1ccccc1)c1ccccc1,0.7,·,-2,-1,0.2,5.8,0,3,-5.4
CCC(=O)C1CCCN(C(=O)c2ccc(OC3CCN(C(=O)c4cccnc4)CC3)cc2)C1 (configuration not stated),-0.4,·,-5,-2,-0.1,-0.4,-5,-1,-1.4
COc1ccc(N2CCN(C(=O)CNC(=O)c3ccc4ccccc4c3)CC2)cc1,-0.2,-1.8,-4,-1,1.7,1.7,4,2,-3.5
COc1ccc(N2CCN(C(=O)CCNS(=O)(=O)c3ccc4c(c3)CCC(=O)N4)CC2)cc1,-1.0,1.2,0,0,?,0.7,?,5,0.1
O=C(COC(=O)COc1ccc(Cl)cc1Br)NCc1cccs1,-0.4,·,-4,2,-0.6,0.8,2,6,-0.6
CC1CCc2sc(C(=O)NNC(=O)c3ccncc3)cc2C1 (configuration not stated),0.4,-0.7,7,2,-1.2,2.3,6,5,-4.1
O=C(C[n+]1cc(-c2ccc(F)cc2)n2c1CCC2)N1c2ccccc2Sc2ccccc21,-0.8,·,15,-3,0.6,-0.8,0,3,-2.5
CCN(CC)S(=O)(=O)c1cccc(-c2nnc(SC(C)C(N)=O)n2CCc2ccccc2)c1 (configuration not stated),-1.1,3.4,-4,-5,1.2,-0.5,-2,-1,-3.7
CCc1c(C)nc2ncnn2c1Nc1ccc(C(C)=O)cc1,-0.5,31,40*,2,-0.5,-0.9,1,1,-0.2
O=C1c2ccccc2CCc2ccc(Br)cc21,1.2,0.4,-7,-1,0.4,-1.5,1,1,-3.5
O=C(NCC1CCCO1)c1nnc(Cc2ccc(F)cc2)o1 (configuration not stated),1.1,-1.0,-3,-2,-0.2,-0.5,-4,-6,-2.6
O=C(Nc1c2c(nn1-c1ccc(F)cc1)CS(=O)C2)c1ccc(Br)o1 (configuration not stated),-0.8,-2.0,5,0,1.1,0.3,-1,4,0.6
COc1cccc(-c2nnc(-c3ccc4ccccc4c3)o2)c1,0.2,-0.3,0,1,0.0,·,6,-3,-3.9
COc1ccc(NC(=S)NC23CN4CN(CN(C4)C2)C3)cc1,0.6,1.0,8,-4,0.3,-0.8,0,2,-3.6
CCOc1ccc(-c2nnn(CC(=O)c3ccc4c(c3)OCCO4)n2)cc1,1.5,-1.2,11,-4,0.3,3.0,4,-1,4.4
C=C1CCN(C(C)C(=O)OC)S(=O)(=O)c2ccccc21 (configuration not stated),-0.8,0.0,2,1,-0.4,-0.5,0,-5,-1.2
CCCCNC(=O)CSc1nc2ccccc2c(=O)n1Cc1ccc2c(c1)OCO2,1.1,·,-7,1,0.3,1.6,-5,5,0.5
Cc1c2n(c3ccccc13)CC/C2=N\O,2.0,2.3,1,2,-1.6,0.0,8,?,-4.0
O=C(NCC(c1cccs1)N1CCOCC1)c1cc(S(=O)(=O)N2CCOCC2)c(Cl)cc1Cl (configuration not stated),·,·,1,0,-9.6,2.4,-3,-13,-3.9
CC1(C)CN=c2s/c(=C\c3ccc(Cl)cc3)c(=O)n2C1,0.7,4.1,16,5,-1.9,1.2,0,-2,-2.5
Cc1nc(N2CCN(C(=O)COc3ccccc3)CC2)c2c(C)c(C)sc2n1,2.9,-1.6,10,-1,-1.3,4.4,-4,-13,0.4
CCCOC(=O)c1cc(-c2ccc(C=O)o2)ccc1Cl,3.8,0.6,28,97*,0.1,-1.1,0,1,0.9
O=C(NC(CSCc1ccccc1)C(=O)N/N=C/c1ccc(O)cc1O)c1ccc([N+](=O)[O-])cc1 (configuration not stated),15,-0.7,23,-1,-2.1,0.7,-1,-7,-5.1
CCN(CC)C(=O)CN1CCN(c2ncccn2)CC1,0.5,-0.4,12,-1,-0.9,0.8,0,-15,-3.8
NC(=O)C1CCN(c2oc(-c3ccccc3)nc2S(=O)(=O)c2ccc(Br)cc2)CC1,3.1,-1.5,10,4,?,5.3,?,?,-2.7
C[C@@H]1O[C@@H](OC[C@H]2O[C@@H](Oc3c(-c4ccc(O)cc4)oc4cc(O)cc(O)c4c3=O)[C@H](O)[C@@H](O)[C@@H]2O)[C@H](O)[C@H](O)[C@H]1O,-0.5,-0.5,18,0,0.3,5.1,1,5,-2.4
COc1ccc(-c2nnc(SCCOc3cccc(C)c3)n2N)cc1,-0.5,1.1,4,-4,1.4,0.9,-2,0,-1.5
CC(C)C(=O)Nc1cc(S(=O)(=O)Nc2ccc(Cl)cc2)ccc1Cl,1.0,·,10,-2,0.3,-1.0,0,-1,0.1
COc1ccc(S(=O)(=O)N2CCCCCC2)cc1C(=O)N(C)Cc1ccc(C(C)(C)C)cc1,15,0.0,-4,-1,-1.7,0.6,2,1,-4.7
CCN1CCN(c2ccc(NC(=O)c3cccc(N4CCCC4=O)c3)cc2)CC1,-1.1,2.4,-2,0,-3.2,1.4,-1,-37,-2.9
CC1=C(C#N)C(c2ccccc2O)C(C#N)=C(C)N1,-1.8,·,6,0,-0.1,-0.5,-3,-2,-2.0
CCCCCSc1nnc(-c2ccccc2N)c(=O)[nH]1,-0.5,·,1,-5,1.7,6.0,0,0,-3.4

# Screens as filed in PubChem BioAssay.
